GLP-1R inv ag = GLP-1 receptor (human) inverse agonism | P43220 | HEK293 GLP-1R CRE-luciferase, luminescence, 24 h; GLP-1R form is constitutively active | Potency, µM (doses to about 38.3 µM), without a hit: top-dose activity change, negative = inhibition, hits mostly inhibitors | 410,000 compounds, 1.6% hits | AID 624417; also: potency is read from the fitted curve at half-maximal effect; % is scaled to controls: 0 for no effect and ±100 for the full control effect; nearly all actives have a fitted effect of over 55% in size
Target sequence (P43220 whole entry, looked up): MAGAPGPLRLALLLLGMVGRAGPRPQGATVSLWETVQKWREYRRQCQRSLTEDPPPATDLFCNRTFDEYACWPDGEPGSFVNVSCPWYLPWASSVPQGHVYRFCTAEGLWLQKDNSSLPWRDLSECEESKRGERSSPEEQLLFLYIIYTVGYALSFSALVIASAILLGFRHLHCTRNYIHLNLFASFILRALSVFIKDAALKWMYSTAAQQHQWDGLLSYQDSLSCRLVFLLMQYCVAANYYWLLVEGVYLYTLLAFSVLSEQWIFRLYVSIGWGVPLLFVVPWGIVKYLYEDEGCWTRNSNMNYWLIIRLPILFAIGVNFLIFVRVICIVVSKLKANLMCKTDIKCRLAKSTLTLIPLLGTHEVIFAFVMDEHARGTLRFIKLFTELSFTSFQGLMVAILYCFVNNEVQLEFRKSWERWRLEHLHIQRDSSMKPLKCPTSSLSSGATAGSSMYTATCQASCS
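Seeding at 200 cells/uL, 12 h culture, 24 hr compound treatment, then luciferase reagent and a luminescence read; cells are HEK293 stably expressing a constitutively active GLP-1R plus cAMP-responsive luciferase.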
PTHR1 agonist = activates the human parathyroid hormone receptor PTHR1 | Potency, µM (top dose mostly 115 µM), inactives show at the top dose activation, hits mostly activators | HEK293 GP2 PTHR1 cells, GloSensor cAMP luminescence, 1 h | Q03431 | 410,000 compounds, 0.075% hits; also: potency is read from the fitted curve at half-maximal effect; nearly all actives have a fitted effect of over 55% in size; some results filed as inactive show a strong effect at the top dose; inactives centre near -15; many of its hits are not listed in these tables
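HEK-293-derived GP2 cells expressing PTHR1 and a GloSensor cAMP reporter, 3,000/well, plated overnight, given luciferin plus IBMX (each 0.5 mM as added) for 1 h at 37 °C, then compound for 1 h at 37 °C. Luminescence was read after 15 min at room temperature.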
PLK1 PBD block = inhibitors of human PLK1 polo-box domain binding. Plk1 PBD binding of FITC phosphopeptide, fluorescence polarization. Potency, µM, for the others: max response, negative = inhibition, usual class: inhibitors. 360,000 compounds, 2.8% hits; also: potency is read from the fitted curve at half-maximal effect; series mostly up to about 57 µM; % is scaled to controls: 0 for no effect and ±100 for the full control effect; nearly all actives have a fitted effect of over 65% in size
Target sequence (P53350 whole entry, looked up, the tested form may be a part): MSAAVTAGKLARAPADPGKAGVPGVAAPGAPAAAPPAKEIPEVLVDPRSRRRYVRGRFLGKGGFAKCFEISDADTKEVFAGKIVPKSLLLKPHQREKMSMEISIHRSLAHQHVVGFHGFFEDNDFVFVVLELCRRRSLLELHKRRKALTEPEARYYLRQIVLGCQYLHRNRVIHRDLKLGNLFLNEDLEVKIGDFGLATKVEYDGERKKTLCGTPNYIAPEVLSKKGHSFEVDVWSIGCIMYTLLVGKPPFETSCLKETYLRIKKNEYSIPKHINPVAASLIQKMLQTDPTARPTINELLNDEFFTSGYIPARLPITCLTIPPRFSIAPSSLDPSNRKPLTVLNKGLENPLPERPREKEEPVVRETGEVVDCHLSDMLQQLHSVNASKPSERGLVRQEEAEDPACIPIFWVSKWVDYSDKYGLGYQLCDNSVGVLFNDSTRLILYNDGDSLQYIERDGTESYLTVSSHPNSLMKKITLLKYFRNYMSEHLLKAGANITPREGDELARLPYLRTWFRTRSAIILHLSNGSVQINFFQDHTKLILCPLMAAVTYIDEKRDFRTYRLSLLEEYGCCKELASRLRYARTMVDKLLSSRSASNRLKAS
GLP1R ag = activates the human GLP-1 receptor. P43220. HEK293 GLP-1R CRE-luciferase, luminescence, 4-6 h; cells express a hypersensitive GLP-1R form. Potency, µM (highest dose often 45.6 µM), for inactives: top-dose activation, actives largely listed as activators. 380,000 compounds, 0.007% hits. AID 624172; also: potency is read from the fitted curve at half-maximal effect; % of control where 0% means no effect
GLP1R cytotox = cytotoxicity counter-screen for GLP-1 receptor inverse agonists; HEK293 cAMP-luciferase reporter cells, luminescence, 24 h; Potency, µM (doses to about 38.3 µM), for the others: at the top dose activity change, negative = inhibition, usual class: inhibitors; 410,000 compounds, 0.13% hits; AID 624418;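 also: loss of luciferase light is scored as toxicity; potency is read from the fitted curve at half-maximal effect; % is scaled to controls: 0 for no effect and ±100 for the full control effect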
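Seeding density was 200 cells/uL; after overnight-length (12 h) culture, 23 nL compounds went on for 24 h at 37 °C. Readout used a luciferase detection reagent, luminescence taken after 12 min at room temperature.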
EPAC1 antagonist = antagonists of human EPAC1 | O95398 | EPAC1 GEF assay, Rap1b-BODIPY-GDP exchange fluorescence | Potency, µM (doses to about 115 µM), for inactives: at the highest dose activity change, negative = inhibition, most hits filed as inhibitors | 360,000 compounds, 0.14% hits;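 also: potency is read from the fitted curve at half-maximal effect; plate controls were vehicle for no effect and positive control for full effect; nearly all actives have a fitted effect of over 50% in size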
PI5P4K alpha inh = inhibitors of human PI5P4K alpha. P48426. PI5P4Kalpha enzyme, ADP-Glo luminescence, 60 min; stronger effect = lower value. max response, %. 330,000 compounds, 1.2% hits; active = max response of -50% or lower; inconclusive = between -30% and -50%; inactive = -30% or higher; also: value at the top dose of about 77 µM; % is scaled to controls: 0 for no effect and ±100 for the full control effect
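qHTS, 1536-well: enzyme/substrate mix, compound by pin tool, 5 microM ATP final; RT 60 min; ADP-Glo reagents 1 (45 min) then 2 (30 min); luminescence.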
EPAC1 ag = activates human EPAC1 exchange factor. 360,000 compounds, 0.073% hits. Potency, µM (top dose mostly 154 µM), for inactives: at the highest dose activation, actives largely listed as activators. O95398. EPAC1 agonist qHTS, biochemical assay; response scale: 100% = response to 6.5 mM cAMP. AID 720707; also: potency is read from the fitted curve at half-maximal effect; nearly all actives have a fitted effect of over 60% in size
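Compounds were pinned as a concentration titration into mixtures of EPAC1 (100 nM), BODIPY-GDP-loaded Rap1B (250 nM) and GDP (50 uM). After 5 min at room temperature, fluorescence was followed for 30 min; activity was scaled to 6.5 mM cAMP.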
IL2 activator = activators of IL-2; AID 652025; IL-2 activation reporter assay, cell-based qHTS; stimulated with anti-CD3/CD4/CD28 beads; in transgenic mouse T cells; 360,000 compounds, 0.065% hits; activation, % (series mostly up to about 46 µM); in the data active = activation above about 50%; inconclusive = mostly about 30% to 49%; also: 0% is about no effect
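Unstimulated transgenic mouse T cells preincubated 60 min with compound, then stimulated with anti-CD3/anti-CD4-coated beads plus anti-CD28 for 18 h at 37 degrees C. IL-2 response read as EGFP and DsRed fluorescence by plate cytometry.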
Starred values were filed as active, the others as inactive; i = inactive; ? = inconclusive; · = not tested or not shown; [ ] = another dose, or the depositor's remark. Unless noted, calls follow the shape of the dose curve; as a rule, active = well fitted curve in the direction sought with a large enough effect; inconclusive = small, poorly fitted or top-dose-only effect, or another doubt; inactive = no such curve, though single readings can be large; an effect the other way counts as inactive or inconclusive.

The line under a structure holds: EPAC1 ag, GLP1R ag, EPAC1 antagonist, GLP-1R inv ag, IL2 activator, PI5P4K alpha inh, PLK1 PBD block, PTHR1 agonist, GLP1R cytotox
> COc1ccc(CN(C)CCCn2cnc3c(SC)ncnc32)cc1OC
 : 6%, 3%, 4%, 13%, -1.0, -4, -2%, -21%, 13%
> CC(=O)N(C)c1ccc(NC(=O)CCN2C(=O)c3ccccc3C2=O)cc1
 : 7%, 11%, 9%, 6%, 0.7, 0, 3%, i, 11%
> Cc1ccc(CNC(=O)c2cccc3c2C(=O)c2ccc(N4CCC(C)CC4)cc2S3(=O)=O)cc1
 : 89µM*, 4%, -18%, -19%, ?, -2, 316%[activator], -57%[inhibitor], 45%[activator]
> C[C@]12CCC3c4ccc(O)cc4CCC3C1CC/C2=N\N (stereo partly drawn)
 : 9%, 12%, -1%, 10%, -0.4, 10, -6%, i, -1%
> COc1cccc(/C=C/C(=O)N2CCN(c3ccccn3)CC2)c1
 : 9%, 13%, -8%, 29%, -1.1, -8, -13%, -5%, -8%
> CCOC(=O)C1=C(COC(=O)CNC(=O)c2ccc(C(C)(C)C)cc2)NC(=O)NC1C (stereo not drawn)
 : -11%, 15%, -4%, -6%, -4.3, ?, 2%, i, 6%
> CN(C)CCNS(=O)(=O)c1ccc(N2CCc3ccccc32)c([N+](=O)[O-])c1
 : 1%, 15%, 17%, ?, -0.5, 6, -3%, -27%, ?
> CC1CCCC(NC(=O)COC(=O)COc2ccc(Br)cc2)C1C (stereo not drawn)
 : 1%, 1%, 6%, 10%, 0.2, -4, 4%, -5%, -11%
> O=C(NC1CCCC1)c1ccc(CS(=O)(=O)c2ccc(Cl)cc2)o1
 : -2%, -2%, -9%, -53%, -1.0, 2, -3%, -7%, 4%
> CCOc1cc(NC(=S)NCC2CCCO2)c(OCC)cc1NC(=O)c1cccc(F)c1 (stereo not drawn)
 : 5%, 11%, 7%, ?, -0.1, 2, -1%, 0%, ?
> CCOC(=O)[C@H]1[C@H]2COc3ccccc3[C@@H]2N2C(=O)c3cc(Br)ccc3NC(=O)[C@@]12C
 : 5%, -1%, -11%, ?, 0.1, 1, -2%, -31%[inhibitor], 0%
> Cc1cc(C)n(CC(=O)N2CCCC(C(=O)c3cccc(OC(C)C)c3)C2)n1 (stereo not drawn)
 : 3%, 17%, 8%, -17%, 1.1, 2, -7%, -9%, 1%
> O=[N+]([O-])c1ccc(N2CCN(c3ccccc3F)CC2)c(S(=O)(=O)N2CCOCC2)c1
 : -5%, -3%, -26%, ?, -0.9, 27, -10%, -7%, 9%
> CC(=O)NCCCNC(=S)NCCCN(Cc1ccc(Cl)cc1)c1ccc(Br)cn1
 : 9%, -5%, -23%, ·, -0.9, ·, ·, -26%, ·
> COc1cccc(/C=N/NC(=O)CN2CC(c3ccccc3)CC2=O)c1O (stereo not drawn)
 : 9%, 5%, -7%, ?, -2.8, 7, -20%, i, -10%
> O=C(CSc1nnc(CNC(=O)C23CC4CC(CC(C4)C2)C3)n1-c1ccc(F)cc1)Nc1ccc(F)cc1
 : -25%, -7%, -5%, ?, 3.1, 8, -2%, -23%, -21%
> CCOC(=O)c1c(-c2cccs2)csc1N
 : 6%, 25%, -23%, ?, 1.3, 1, ?, -10%, 1%
> Cc1c(Cl)cccc1NC(=O)c1ccc(-n2ccnc2)nc1
 : -5%, 1%, 11%, 0%, 1.4, ·, -1%, -10%, -9%
> OC(CNCCc1ccc(C(F)(F)F)cc1)COc1cccc2ccccc12 (stereo not drawn)
 : 1%, -6%, ?, ?, -0.8, 26, -10%, i, ?
> CCOC(=O)C1CCCN(C(=O)CCNS(=O)(=O)c2ccc3c(c2)CCC(=O)N3)C1 (stereo not drawn)
 : 6%, -7%, 5%, 5%, -0.9, -13, 17µM*, -10%[57.5 µM], -8%

3 entries from above, sorted by their value in EPAC1 ag, smallest number first:
SMILES	EPAC1 ag
O=C(NC1CCCC1)c1ccc(CS(=O)(=O)c2ccc(Cl)cc2)o1	-2%
CC1CCCC(NC(=O)COC(=O)COc2ccc(Br)cc2)C1C (stereo not drawn)	1%
C[C@]12CCC3c4ccc(O)cc4CCC3C1CC/C2=N\N (stereo partly drawn)	9%

More entries
The line under a structure holds: EPAC1 ag, GLP1R ag, EPAC1 antagonist, GLP-1R inv ag, IL2 activator, PI5P4K alpha inh, PLK1 PBD block, PTHR1 agonist, GLP1R cytotox
> CCOC(=O)C1=C(COC(=O)/C=C/c2ccc(OC)cc2OC)NC(=O)NC1C (stereo not drawn)
 : 6%, 1%, -1%, 23%, 0.5, -4, -1%, -17%, -23%
> CCCN(C(=O)COC(=O)Cn1c(=O)oc2ccccc21)c1c(N)n(Cc2ccccc2)c(=O)[nH]c1=O
 : -4%, 5%, 8%, 6%, -3.4, -11, -5%, -28%, 1%
> COC(=O)c1cccc(-n2nnnc2SCC(=O)Nc2cc(C)on2)c1
 : 3%, 13%, 1%, 5%, -0.7, -6, -13%, -6%[57.5 µM], 6%
> O=C(Cc1cccs1)NCCCc1ccccc1
 : 9%, -4%, 4%, -13%, -2.8, -2, -12%, i, -2%
> CC1=C(C(=O)N(C(C)C)C(C)C)CC(CC(=O)NCCCCc2ccccc2)C(=O)N1CCC1=CCCCC1 (stereo not drawn)
 : -7%, -6%, -22%, ?, -0.7, 0, 1%, -18%, ?
> COC(=O)[C@]12CCCCC=C1N(CCc1ccc(OC)c(OC)c1)C(=O)[C@H](CC(=O)NCc1ccc(OC)c(OC)c1)C2
 : -1%, ·, 0%, 11%, -0.4, -10, -2%, -18%, 0%
> COc1ccc(C)cc1NC(=O)Cn1c(=O)ccc2cc(S(=O)(=O)N3CCCC3)ccc21
 : ·, -3%, ·, 6%, ·, ·, ·, -17%, 2%
> COc1ccc(/C=C/C(=O)Nc2c(C)nn(C)c2C)cc1COc1ccc(Br)cc1
 : -3%, 5%, 0%, -10%, 0.8, -1, 0%, -6%[57.5 µM], -1%
> CC(=O)N1N=C(c2ccc(Br)cc2)CC1c1cn(C)c2ccccc12 (stereo not drawn)
 : -7%, -8%, -12%, ?, 0.5, 3, -4%, -37%[inhibitor], 11%
> O=C(O)c1ccccc1Sc1c([N+](=O)[O-])cc(C(F)(F)F)cc1[N+](=O)[O-]
 : 3%, 0%, -7%, ?, 0.1, 2, -12%, -28%, 8%
> CC(=O)c1cc(OC(=O)c2ccncc2)ccc1OC(=O)c1ccncc1
 : 4%, -25%, -3%, 10%, 0.5, ?, -12%, -5%, 1%
> O=C1OCCN1C(=O)[C@H]1[C@H](c2ccc(Cl)cc2)C(c2ccccc2)=NN1c1ccccc1
 : -1%, 2%, -19%, ?, 0.3, 12, -8%, i, 103%[activator]
> CC(=O)c1ccc(NC(=O)CSc2nnc(-c3ccoc3C)n2Cc2ccccc2)cc1
 : -12%, 6%, 11%, -25%, -2.2, -1, -3%, i, 0%
> CSCCC(C(=O)N1C[C@]2(C)C[C@H]1CC(C)(C)C2)N1C(=O)c2ccccc2C1=O (stereo partly drawn)
 : 13%, 6%, 4%, 0%, -2.6, ·, -8%, -40%, -14%
> Cc1ccc(C(=O)Oc2cccnc2)cc1[N+](=O)[O-]
 : 20%, 4%, -19%, 8%, -0.7, 3, ?, -11%, 7%
> CCOC(=O)C1=CCN(S(=O)(=O)c2ccc(Br)cc2)C1c1cccc(C)c1 (stereo not drawn)
 : -3%, -4%, -16%, ?, -0.4, 2, -12%, -21%, 2%
> CN(Cc1ccccc1)C(=O)c1ccc(NC(=O)C2CCCN(C(=O)OC(C)(C)C)C2)cc1 (stereo not drawn)
 : 4%, 12%, -20%, ?, -0.6, 3, 3%, -55%[inhibitor], 7%
> COc1ccc(-n2nc3cc(C)c(NC(=O)c4cccnc4)cc3n2)cc1
 : 1%, 14%, 6%, 9%, 1.1, -5, -5%, i, 7%
> Cc1cccc(CSCc2ccc(C(=O)O)o2)c1
 : 9%, 3%, -26%, 19%, 1.1, -2, 24µM*, i, -6%
> CC1(C)CC(=O)C(CC2=C(O)CC(C)(C)CC2=O)C(=O)C1
 : 3%, 3%, -8%, -2%, -1.3, -4, -11%, -18%, 2%
> COc1ccc(NCC(=O)N/N=C/c2cc([N+](=O)[O-])ccc2N2CCCC2)cc1
 : 2%, 2%, -7%, -12%, -0.7, ?, 13µM*, -24%, -5%
> O=C(NC1(C(F)(F)F)N=C2SCCN2C1=O)c1cccnc1 (stereo not drawn)
 : -7%, -8%, 5%, 1%, -0.7, -2, 0%, -13%, -9%
> Cc1ccc(S(=O)(=O)N2CCCCC2)cc1C(=O)N(C)CC(=O)Nc1ccc(Cl)c(C(F)(F)F)c1
 : 5%, -3%, 4%, ?, -2.5, 10, -1%, -26%, 4%
> CC1(c2ccc(NC(=O)c3ccccc3F)cc2)CC1(Cl)Cl (stereo not drawn)
 : 3%, 3%, -5%, ?, -0.3, 16, 5%, -34%[inhibitor], -2%
> OC(Cc1ccncc1)c1ccccc1Cl (stereo not drawn)
 : -1%, 6%, -8%, 6%, 0.6, -7, -2%, -7%, 4%
> Cc1ccc2cc(F)ccc2n1
 : -12%, -4%, -12%, 23%, -0.3, 4, -8%, 2%, 11%
> Cn1c(NC(=O)c2ccc(Br)o2)cc(=O)n(C)c1=O
 : 0%, 9%, -2%, 1%, 0.7, -15, -8%, i, 11%
> CCCn1c(=O)[nH]c(=O)c2c1nc(-c1cccs1)n2CCOC
 : 6%, 7%, -3%, 24%, 0.1, -10, 2%, -19%, 3%
> O=C(COc1ccc2ccc(=O)oc2c1)NC1CCCCC1
 : 1%, 7%, -1%, 15%, -0.6, 3, 0%, i, 1%
> Cc1nc2ccccc2nc1OCC(=O)Nc1ccccc1
 : 3%, 1%, -1%, 16%, -1.4, 0, 6%, i, -9%
> O=C(NNc1cccc(Cl)n1)Nc1ccccc1Cl
 : 1%, 11%, -2%, -4%, -0.3, ·, -3%, -3%[57.5 µM], -3%

Screening data from PubChem.

This is a subset (hit frequency here may not be typical).
